# Lipid storage S3 = qHTS Assay for Lipid Storage Modulators in Drosophila S3 Cells | Drosophila S3 cells, BODIPY lipid droplet fluorescence, 18-24 h; cells fed with added oleic acid | 320,000 compounds, 0.64% hits | Potency in µM for hits, for the others lipid storage change, negative = inhibition, % at the top dose, mostly 46.1 µM; active means well fitted inhibition curve with a large enough effect in the signal ratio, with a control signal flat, not every such curve was filed as active; inconclusive means small, poorly fitted or top-dose-only effect, or effect the other way, or a change in a side signal; the % refers to the signal ratio
#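 Drosophila S3 cells got compounds at several concentrations plus oleic acid (400 uM solution). Laser-scanning cytometry with 488 nm excitation read lipid droplets at 500-530 nm and cells at 575-640 nm. Percent activity was relative to 20 uM Triacsin C.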
# Lipid storage S3 cell count max = recorded beside Lipid storage S3, whose call it bears; cell number change, %; measured here: cell count max response;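 cells counted by Cell Tracker Red CMTPX staining in the red channel; peak over a dose series mostly up to 46.1 µM; percent activity relative to internal control wells on each plate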
# Starred values were filed as active, the others as inactive; i = inactive; ? = inconclusive; . = no result given. On the % scale 0 is the no-effect control and ±100 the full control effect; potency means the concentration at half of the fitted maximal effect.
Lipid storage S3,Lipid storage S3 cell count max,Compound
-13%,-11,CN(C)C(=O)c1cn(-c2ccccc2)c(=O)c2ccccc12
?,.,Nc1cc(Oc2cccnc2)cc([N+](=O)[O-])c1
-16%,.,CCCCNC(=O)NS(=O)(=O)c1cnccc1Sc1ccc(Cl)cc1
?,.,O=C(NCCC(c1ccccc1)c1ccccc1)c1cnc2sccn2c1=O
-5%,6,O=C(NNC(=O)c1cccc(Br)c1)Nc1ccc(Cl)cc1
?,.,CC1=CC(C)(C)N2C(=O)C3(SCC(=O)N3c3ccc(O)cc3)c3cc(C)cc1c32 (stereo not given)
?,.,COc1ccc(C)cc1NC(=O)c1cc2ccccc2o1
?,.,Cc1cc(OC(=O)c2ccc(C(F)(F)F)cc2)c([N+](=O)[O-])c(=O)[nH]1
?,.,COc1cc(OC)cc(C(=O)Nc2ncc3c(n2)CC(C)CC3=O)c1 (stereo not given)
-23%,12,O=C(Cc1c[nH]c2ccccc12)NCc1ccco1
11%,-7,CCOC(=O)c1cc(-c2ccc(OC)cc2)nn1-c1ccccc1C(=O)O
?,.,C/C(=N\NC(=O)c1c[nH]c2ccccc12)c1ccccn1
?,.,Cn1c(=O)[nH]c(=O)c2c1nc(NCCCn1ccnc1)n2CCOc1ccccc1
5%,-8,Cc1cccc(C)c1NC(=O)C1(N(Cc2ccco2)C(=O)c2ccccn2)CCCC1
5%,-13,O=C(COC(=O)CNC(=O)C1CCCCC1)Nc1ccc(Cl)cn1
?,.,CCOC(=O)C(=O)Nc1ccccc1C(=O)NC(C)C
2%,-1,O=C(/C=C/c1ccc(O)c(O)c1)O[C@H](Cc1ccc(O)c(O)c1)C(=O)O
11%,-2,CCOC(=O)N1CCC(NC(=O)CCS(=O)(=O)c2ccc3c(c2)CCN3C(C)=O)CC1
12%,7,CCCCn1c(-c2cccnc2)n[nH]c1=S
-9%,-13,CCOC(=O)C1CCN(CC(=O)NC(=O)NC2CCCCC2)CC1
3%,8,CC1(C)CC(NNCCC#N)=CC(=[N+]2CCCC2)C1
-6%,-4,O=C(COC(=O)c1ccccc1Nc1ccccc1)NCc1ccccc1Cl
?,.,Cc1ccc(N(CC(N)=O)C2SC(=O)N(Cc3cccc(C(=O)O)c3)C2=O)cc1 (stereo not given)
?,.,Cn1c(=O)c2c(ncn2CC(=O)OCC(=O)Nc2sccc2C(N)=O)n(C)c1=O
?,.,Cc1cccc(N2C(=O)N3[C@H](c4ccc(Br)cc4)[C@@H]4C(=O)N(C(C)(C)C)C(=O)[C@@H]4[C@]3(Cc3ccc(Cl)cc3)C2=O)c1

# Next part (six carried over from the part before).
Lipid storage S3,Lipid storage S3 cell count max,Compound
-9%,-13,CCOC(=O)C1CCN(CC(=O)NC(=O)NC2CCCCC2)CC1
3%,8,CC1(C)CC(NNCCC#N)=CC(=[N+]2CCCC2)C1
-6%,-4,O=C(COC(=O)c1ccccc1Nc1ccccc1)NCc1ccccc1Cl
?,.,Cc1ccc(N(CC(N)=O)C2SC(=O)N(Cc3cccc(C(=O)O)c3)C2=O)cc1 (stereo not given)
?,.,Cn1c(=O)c2c(ncn2CC(=O)OCC(=O)Nc2sccc2C(N)=O)n(C)c1=O
?,.,Cc1cccc(N2C(=O)N3[C@H](c4ccc(Br)cc4)[C@@H]4C(=O)N(C(C)(C)C)C(=O)[C@@H]4[C@]3(Cc3ccc(Cl)cc3)C2=O)c1
?,.,Cc1ccc(C)c(CSc2nnc(-c3cccnc3)o2)c1
7%,-15,CCN(CC(=O)Nc1ccc2c(c1)OCCO2)C(=O)c1ccc([N+](=O)[O-])s1
-6%,-13,CCOC(=O)C1CCN(c2c(N(C)Cc3ccco3)c(=O)c2=O)CC1
?,.,CC(=O)N1c2ccc(S(=O)(=O)NCC3CCC(C(=O)N(C)Cc4ccccc4)CC3)cc2CC1C (stereo not given)
?,.,Cc1cc(C)n2cc(CSc3ccccn3)nc2n1
?,.,Cc1ccc2c(c1)C1OCCC1C1N2C(=O)C2C(C(=O)O)C3C=CC21O3 (stereo not given)
?,.,CCOc1ccc(/C=C2\SC(=S)N(Nc3ccccc3)C2=O)cc1OC
?,.,CCOc1cc(/C=N/NC(=O)c2cccnc2)ccc1OCC(=O)N(C)C
?,.,Cc1cc(C)c(OCC(=O)NCC(C)(C)N2CCOCC2)c(C)c1
?,.,NNC(=O)C1CC1c1ccc(Cl)cc1 (stereo not given)
0%,-20,CCCC1=NN(C(=O)Cc2ccc(OC)cc2)C(O)(C(F)(F)F)C1 (stereo not given)
?,.,O=C(c1ccccc1NS(=O)(=O)c1ccccc1)N1CCCCCC1
-14%,5,COc1ccc(S(=O)(=O)Nc2nc3c(s2)C(=O)CC(C)(C)C3)cc1
?,.,CN(C)/C=C/c1c([N+](=O)[O-])c2ccc(O)cc2n1-c1ccccc1
?,.,CC(=O)c1ccc(N2CCN(CC(=O)NCc3ccccc3)CC2)cc1
15%,2,COc1ccc(/C=C/C(=O)NCC(=O)N/N=C(/CCC(=O)O)c2ccccc2)cc1
i,-10,COCCNC(=O)c1cn(C)c2ccc(S(=O)(=O)N3CCCCC3)cc2c1=O
?,.,COc1cc(CN2CCCC(N3CCN(c4ccccc4C)CC3)C2)ccc1O (stereo not given)
?,.,CCOC(=O)c1c(NC(=O)COC(=O)c2cnccn2)sc(C(=O)NC)c1C
-5%,0,Cc1csc(C(C#N)C(=O)c2ccc(S(=O)(=O)N3CCCC3)cc2)n1 (stereo not given)
?,.,Cc1ccc(-c2cc(=O)[nH][nH]2)c(C)c1
?,.,CC(C)c1ccc(NC(=O)c2cc3c(=O)n(C)c4ccccc4c3n2C)cc1
?,.,CC(C)Oc1ccc(S(=O)(=O)N2CCOCC2)cc1NC(=O)C1CCC1
?,.,C=CCN1CCN(C(=O)CCCc2ccccc2)CC1
33%,18,NCCNc1cc(N2CCCC2)ccc1[N+](=O)[O-]

# Carrying on:
Lipid storage S3,Lipid storage S3 cell count max,Compound
?,.,COC(C[C@@H]1O[C@@H]1[C@H](O)COCc1ccccc1)OC
?,.,COc1ccc(-c2[nH]ncc2CN2CCC(OCc3ccccc3)CC2)c(F)c1
6%,0,O=c1nc(N2CCOCC2)nc(N/N=C/c2ccc3c(c2)OCO3)[nH]1
?,.,CCN(CC)S(=O)(=O)c1ccc(C(=O)NCC2(N3CCOCC3)CCCCC2)cc1
3%,-13,COC(=O)c1c(NC(=O)c2ccco2)sc(C(=O)N(C)C)c1C
24%,-12,COc1cccc(CC(=O)N(CCC2=CCCCC2)c2c(N)n(Cc3ccccc3)c(=O)[nH]c2=O)c1
?,.,CC(=O)N1CCOc2ccc(S(=O)(=O)N(C)c3ccc(C)cc3)cc21
5%,4,Cc1ccc(C(=O)Nc2ncccc2C)cc1S(=O)(=O)N1CCCCC1
-14%,7,COCCN(C(=O)c1ccccc1Oc1ccccc1)c1c(N)n(CC(C)C)c(=O)[nH]c1=O
-5%,-3,NS(=O)(=O)c1ccc(CCNS(=O)(=O)Cc2ccc(Cl)cc2)cc1
0%,1,O=C1NC2(CCSC2)C(=O)N1CC(=O)N(Cc1ccccc1)C1CCS(=O)(=O)C1 (stereo not given)
?,.,COc1ccc(C(C(=O)NCc2ccccc2)N(C(=O)c2snc(C(N)=O)c2N)C2CCCC2)cc1 (stereo not given)
-19%,-7,COc1ccccc1/C=C/C=N/n1c(-c2ccc(Cl)cc2Cl)n[nH]c1=S
?,.,COc1ccc(C(=O)N2CCCC(c3nc(-c4cccs4)no3)C2)cc1OC (stereo not given)
?,.,O=C(Nc1sc2c(c1C(=O)O)CCCC2)c1ccccc1Cl
i,.,CN(C(=O)NC1CC(=O)N(c2ccc3c(c2)OCCO3)C1)c1ccccc1 (stereo not given)
?,.,COc1ccccc1CCNC(=O)CSc1nnc2ccc(-c3cccnc3)nn12
?,.,O=C(NC(=S)Nc1ccc(S(=O)(=O)Nc2nccs2)cc1)c1cccc(F)c1
?,.,O=C(NC1CCCCNC1=O)c1ccc(Cl)cc1 (stereo not given)
?,.,C=CCn1cnnc1SCC(=O)NCC1COc2ccccc2O1 (stereo not given)
3%,-1,CS(=O)(=O)N1CCCC(C(=O)NCc2cccs2)C1 (stereo not given)
7%,0,CCC(C)C(=O)Nc1nccs1 (stereo not given)
?,.,CC(C)(C)c1ccc(C(=O)N/C(=C\c2cccs2)C(=O)NCc2ccco2)cc1
i,2,Cn1c(C(=O)N(Cc2ccccc2)Cc2ccccn2)cc2sccc21
i,-23,COc1ccc2oc(C(=O)OCC(=O)Nc3ccccc3OC)c(C)c2c1

# Continued.
Lipid storage S3,Lipid storage S3 cell count max,Compound
?,.,O=C1CCC(C(=O)N2CCCCO2)CN1Cc1cccc(C(F)(F)F)c1 (stereo not given)
?,.,Cc1cc(NS(=O)(=O)c2ccccc2)n(-c2ccccc2)n1
?,.,CCOC(=O)N1CCN(C(=O)Cn2cnc3ccccc3c2=O)CC1
?,.,c1ccc(OCc2nnc3n2CCCCC3)cc1
?,.,CCOc1ccccc1Oc1c(C)oc2cc(OC(=O)N3CCOCC3)ccc2c1=O
?,.,COc1ccc(-n2nnnc2SCC(=O)Nc2nnc(C)s2)cc1OC
?,.,CCC1CCCCN1CCCNC(=O)c1ccc2c(c1)NC(=O)CN2C (stereo not given)
18%,-6,CCC(C)N(C(=O)Cn1nc(C)c([N+](=O)[O-])c1C)C1CCS(=O)(=O)C1 (stereo not given)
?,.,O=C(Nc1ccc(Br)cc1Br)C1CC(=O)N(Cc2ccccc2)C1 (stereo not given)
?,.,Cc1cn2c(nc1=O)OC1CC2OC1CO (stereo not given)
?,.,CN(CC(=O)Nc1ccc(Cl)cc1)C(=O)CCc1nc2sc3c(c2c(=O)[nH]1)CCCC3
8%,18,CCC(C)c1ccc(OCc2ccc(C(=O)OC)o2)cc1 (stereo not given)
-21%,-27,Cc1ccc(C(=O)NC(C)c2ccc(-n3ccnc3)cc2)o1 (stereo not given)
?,.,OC(COCc1ccccc1)CN1CCCC1 (stereo not given)
?,.,CC1CCC(NC(=O)CN(C)S(=O)(=O)c2cccc3cccnc23)CC1 (stereo not given)
-10%,4,CCOC(=O)Nc1cccc(NC(=O)c2cc(OC)cc(OC)c2)c1
?,.,COc1ccc(NC(=O)COC(C)=O)cc1OC
-1%,-5,Cc1cc(NC(=O)c2ccc(C#N)cc2)n(-c2ccccn2)n1
?,.,Cc1cccc(NC(=O)COc2ccc(-c3nn(C)c(=O)c4ccccc34)cc2)c1
17%,-11,CS(=O)(=O)c1ccc(NC(=O)CCN2C(=O)C3CC=CCC3C2=O)cc1 (stereo not given)
?,.,COc1ccc(F)cc1S(=O)(=O)Nc1ccc(C)cc1
?,.,COc1ccc(N2CCN(S(=O)(=O)CCNC(=O)C3CCCCC3)CC2)cc1
26%,-3,Oc1cccnc1CCc1ccccc1
11%,-6,O=C(CN1CCN(c2cccc(C(F)(F)F)c2)CC1)N(C1CC1)C1CCS(=O)(=O)C1 (stereo not given)
?,.,CCCC(=O)N(CCN1CCOCC1)c1nc2c(OC)ccc(C)c2s1

# Reformatted as labelled records: entries from further up.
> CCOC(=O)N1CCN(C(=O)Cn2cnc3ccccc3c2=O)CC1
  Lipid storage S3: ?
  Lipid storage S3 cell count max: .
> c1ccc(OCc2nnc3n2CCCCC3)cc1
  Lipid storage S3: ?
  Lipid storage S3 cell count max: .
> CCOc1ccccc1Oc1c(C)oc2cc(OC(=O)N3CCOCC3)ccc2c1=O
  Lipid storage S3: ?
  Lipid storage S3 cell count max: .
> COc1ccc(-n2nnnc2SCC(=O)Nc2nnc(C)s2)cc1OC
  Lipid storage S3: ?
  Lipid storage S3 cell count max: .

# Following part:
Lipid storage S3,Lipid storage S3 cell count max,Compound
2%,1,O=C1CCNc2c(Cl)cc(Cl)cc21
8%,-14,CCS(=O)(=O)Nc1cccc(C2=NN(S(=O)(=O)c3ccccc3)C(c3cccs3)C2)c1 (stereo not given)
-4%,-3,CCNc1nc(NCC)nc(OCCOC(C)=O)n1
?,.,CC(C)(C)Cc1nnc(NC(=O)c2cc(-c3ccccc3)nc3ccccc23)s1
?,.,COc1ccc(-c2coc3c(C)c4oc(=O)c(CC(=O)O)c(C)c4cc23)cc1
?,.,C=CCNC(=S)NNC(=O)c1ccc2c(c1)OCO2
26µM*,-27*,CC(C)(C)c1cc(C(=O)NNc2cc(C(F)(F)F)ccc2Cl)n(Cc2ccccc2)n1
?,.,COc1ccc(CCn2c(=N)c(C(=O)N3CCN(C)CC3)cc3c(=O)n4ccccc4nc32)cc1
?,.,Cc1ccn2c(CNCCCn3cccn3)c(C(=O)N3CCCCCC3)nc2c1
?,.,CCN(c1ccccc1)S(=O)(=O)c1ccc(C(=O)NCc2ccccn2)cc1
14%,14,CCOc1ccccc1NC(=S)N(CCCN1CCOCC1)Cc1cn(C)c2ccccc12
i,-2,CCCCCCn1c(C(C)O)nc2ccccc21 (stereo not given)
3%,15,COc1ccc(C(=O)Nc2ccc3nc(C)sc3c2)cc1OC
i,.,CC1Sc2ccc(S(=O)(=O)NCCc3ccc(Cl)cc3)cc2NC1=O (stereo not given)
?,.,O=C(CN1CCc2ccccc21)Nc1ccc2c(c1)OCO2
?,.,O=S(=O)(NCCNS(=O)(=O)c1cccs1)c1cccs1
3%,-9,CCc1ccc(NC(=O)N2CCC(c3ccccc3)C2)cc1 (stereo not given)
?,.,CCCCNC(=O)c1cn(CC)c2cc(N3CCN(C(=O)c4ccco4)CC3)c(F)cc2c1=O

# 3 records drawn at random from those above, as already listed:
Lipid storage S3,Lipid storage S3 cell count max,Compound
8%,-14,CCS(=O)(=O)Nc1cccc(C2=NN(S(=O)(=O)c3ccccc3)C(c3cccs3)C2)c1 (stereo not given)
?,.,C=CCNC(=S)NNC(=O)c1ccc2c(c1)OCO2
26µM*,-27*,CC(C)(C)c1cc(C(=O)NNc2cc(C(F)(F)F)ccc2Cl)n(Cc2ccccc2)n1

# Bioassay records: PubChem, National Center for Advancing Translational Sciences (NCATS)

# An excerpt; count on the stated rates, not on these rows.
